Compound activity deposited in PubChem by several laboratories.
FBA Mtb inh: inhibits M. tuberculosis FBA enzyme; P9WQA3; purified M. tuberculosis FBA, fluorescence read-out; inhibition, % at 1 µM; 360,000 tested, 2.3% active; AID 588726; in the data active = inhibition above about 27%;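 note: 0% = vehicle and 100% = reference inhibitor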
Target sequence (P9WQA3 whole entry, looked up): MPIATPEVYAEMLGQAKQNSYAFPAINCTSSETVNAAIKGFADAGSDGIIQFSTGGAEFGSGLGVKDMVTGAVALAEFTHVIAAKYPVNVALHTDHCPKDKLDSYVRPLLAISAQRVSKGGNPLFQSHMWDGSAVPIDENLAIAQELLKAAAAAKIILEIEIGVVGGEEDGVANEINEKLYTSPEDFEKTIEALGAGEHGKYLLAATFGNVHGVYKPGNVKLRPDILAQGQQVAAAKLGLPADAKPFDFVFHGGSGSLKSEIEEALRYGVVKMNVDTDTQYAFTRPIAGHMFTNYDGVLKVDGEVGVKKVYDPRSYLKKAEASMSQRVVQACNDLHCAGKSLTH
Mtb BioA inh: inhibitors of Mycobacterium tuberculosis BioA enzyme. purified M. tuberculosis BioA enzyme, plate reader. inhibition, % at 9.99 µM. 360,000 tested, 0.096% active; in the data active = inhibition above about 40%; inconclusive = no clear call, values can overlap the other calls
Rv3671c protease: inhibitors of M. tuberculosis serine protease Rv3671c; P9WHR9; AID 2606; 320,000 tested, 0.048% active; inhibition, % at 5.96 µM; in the data active = inhibition above about 38%;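 note: extracellular domain of Rv3671c used as enzyme; 0% = enzyme with DMSO and 100% = no enzyme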
Target sequence (P9WHR9 whole entry, looked up, the tested form may be a part): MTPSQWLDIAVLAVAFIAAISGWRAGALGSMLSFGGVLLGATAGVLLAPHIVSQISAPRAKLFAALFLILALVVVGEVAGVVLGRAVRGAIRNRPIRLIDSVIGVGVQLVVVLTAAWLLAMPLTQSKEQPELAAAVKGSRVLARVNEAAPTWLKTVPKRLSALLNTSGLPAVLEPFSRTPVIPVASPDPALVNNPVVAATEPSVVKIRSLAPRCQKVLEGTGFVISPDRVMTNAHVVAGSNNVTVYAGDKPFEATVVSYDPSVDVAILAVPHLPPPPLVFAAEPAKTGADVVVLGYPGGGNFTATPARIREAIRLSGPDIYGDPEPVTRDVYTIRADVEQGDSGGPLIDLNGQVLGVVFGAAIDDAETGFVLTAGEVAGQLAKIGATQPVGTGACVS
UGM FP inh: blocks M. tuberculosis UGM enzyme | purified UGM, fluorescence polarization probe displacement | inhibition, % at 10 µM | 320,000 tested, 0.06% active; in the data active = inhibition above about 10%, passing the limit was not always enough; inconclusive = no clear call, values can overlap the other calls
BoNT-F LC inh: BoNT F light chain protease inhibition; Multiplex microsphere protease cleavage assay, flow cytometry; inhibition, % at 10 µM; 360,000 tested, 0.22% active; AID 588497; in the data active = inhibition above about 35%, passing the limit was not always enough; inconclusive = no clear call, values can overlap the other calls; note: plate controls were buffer without enzyme for full effect and enzyme alone for no effect
FadD28 FP inh: inhibitors of Mycobacterium tuberculosis FadD28 bisubstrate binding; AID 588549; FadD28 bisubstrate probe binding, fluorescence polarization; inhibition, % at 12.5 µM; 360,000 tested, 0.22% active; in the data active = inhibition above about 8.5%, passing the limit was not always enough; inconclusive = no clear call, values can overlap the other calls
VHR inh abs: DUSP3 (human) phosphatase inhibition. recombinant VHR phosphatase, pNPP absorbance. inhibition, % at 13.3 µM. 290,000 tested, 0.52% active. P51452; in the data active = inhibition above about 50%; note: some compounds called inactive have numbers as strong as hits
Target sequence (P51452 whole entry, looked up): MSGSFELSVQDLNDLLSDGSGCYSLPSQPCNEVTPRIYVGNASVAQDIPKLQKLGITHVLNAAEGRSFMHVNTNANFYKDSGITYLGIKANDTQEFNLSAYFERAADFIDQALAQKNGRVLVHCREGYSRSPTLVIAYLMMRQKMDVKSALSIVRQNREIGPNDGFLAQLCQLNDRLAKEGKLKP
MazF activator: activators of E. coli MazEF toxin-antitoxin RNase. P0AE70. FAM/BHQ RNA-DNA oligo cleavage fluorescence, 5 h. activation, % at 20 µM. 350,000 tested, 0.32% active. AID 504720; in the data active = activation above about 50%
Target sequence (P0AE70 whole entry, looked up): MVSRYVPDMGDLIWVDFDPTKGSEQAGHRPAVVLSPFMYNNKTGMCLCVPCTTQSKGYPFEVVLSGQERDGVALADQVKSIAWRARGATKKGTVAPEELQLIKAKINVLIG
CCHFV vOTU inh: CCHFV vOTU protease inhibition. Pep-AMC fluorescence. AID 651958. 370,000 tested, 0.55% active. inhibition, % at 11.5 µM; note: 0% = vehicle wells with enzyme and 100% = no enzyme wells
GDH-TPI counter: inhibits GDH-TPI coupling enzymes, artifact for Mtb FBA screen. 360,000 tested, 1.2% active. GDH-TPI coupled enzyme counterscreen, NADH absorbance. inhibition, % at 4.8 µM. AID 588335;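 note: 0% = DMSO wells and 100% = wells lacking the enzyme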
* marks the source's active call; other numbers are inactive results; ? = inconclusive; / = not tested or not shown. Cut-off read from the data, not from the text of the source, unless noted: active = inhibition above about 30%; inactive = the rest.

SMILES | FBA Mtb inh | Mtb BioA inh | Rv3671c protease | UGM FP inh | BoNT-F LC inh | FadD28 FP inh | VHR inh abs | MazF activator | CCHFV vOTU inh | GDH-TPI counter
COc1ccccc1C1CCN(Cc2cccc(C(=O)N3CCC(O)CC3)c2)CC1 | 3 | / | -11 | 0.1 | -8 | -1.6 | 11 | 8 | / | 1
COC(=O)CN(C#N)c1nc(OC)nc(N(C)C)n1 | -3 | 0.8 | 7 | -2.6 | -1 | -1.0 | 22 | 1 | -8 | -6
COc1ccc(S(=O)(=O)N2CCCCC2)cc1NC(=O)CN1CCN(C(C)=O)CC1 | -1 | 0.7 | 0 | 0.1 | -1 | ? | 10 | -11 | 9 | -4
Oc1ccc(/C=N/NC(=S)Nc2cccnc2)c(O)c1 | -2 | / | 21 | 3.2 | -11 | -2.4 | 30 | 4 | 10 | 27
Fc1ccc(Nc2cncc(-c3ccsc3)c2)cc1Cl | 0 | -0.3 | / | / | -5 | -5.9 | / | / | 94* | 15
CCN(CC(=O)Nc1c(F)cccc1F)C(=O)CCNC(=O)c1ccccc1OC | -2 | -0.3 | 6 | -0.4 | 0 | -4.4 | / | 5 | 4 | -3
Cc1ccc(NC(=O)CCCN2C(=S)NC(C)(C)CC2C)cc1 (stereo not drawn) | 1 | / | 5 | 1.3 | -6 | 0.8 | 13 | 3 | -7 | 0
COc1ccc2cnn(CCOc3cc(C)ccc3C(C)C)c(=O)c2c1OC | 3 | / | -3 | 1.6 | -9 | -2.9 | 3 | 5 | -7 | 7
CCOc1ccc(N(CC(=O)Nc2ccccc2C(=O)N2CCCC2)S(C)(=O)=O)cc1 | -5 | -0.7 | -2 | -2.6 | 3 | -4.1 | -10 | 5 | -15 | -7
O=C(CSc1nnc(SCc2ccc(Cl)cc2)s1)N/N=C/c1c(Cl)cccc1Cl | -1 | -3.4 | -3 | -0.1 | -5 | 0.1 | -11 | 3 | -1 | 9
COc1cccc(-c2cccc(-c3nc(C(=O)NCc4ccc5c(c4)OCO5)cc4c3[C@H](CCO)N(S(=O)C(C)(C)C)C4)c2)c1 (stereo partly drawn) | 2 | -3.2 | / | / | -26 | -2.4 | / | / | 20 | /
CC(=O)c1cccc(N=C2NC(=O)C(CO)(CO)S2)c1 | -2 | -1.5 | -9 | -1.8 | -14 | 0.8 | 20 | 2 | -4 | 8
CCC(C)C1NC(=S)N(C2CCCCC2)C1=O (stereo not drawn) | 5 | 0.3 | -7 | -0.1 | -1 | -0.9 | 8 | -10 | 1 | 2
CC1(C(=O)Nc2cccc3c2CCCC3)CCN1C(=O)C1(c2ccc(Cl)cc2)CC1 (stereo not drawn) | -1 | -1.0 | / | / | 5 | -3.3 | / | / | 0 | 1
O=C(Cn1cnc2c(NCc3ccccc3)ncnc21)NCCN1CCOCC1 | 1 | 0.6 | / | / | -1 | -1.0 | / | 2 | 0 | 5
CCCOc1ccc(CCN2CCC(=O)NC2=O)cc1C | 6 | -1.1 | -5 | 3.1 | -3 | -1.1 | -8 | 3 | 3 | 18
N#Cc1ccccc1S(=O)(=O)N1CCN(C(=O)c2cn(-c3ccccc3)nc2-c2cccnc2)CC1 | 2 | -0.8 | -6 | 0.9 | -4 | -1.6 | / | 4 | 0 | -4
CCCOc1ccc(C2C(C(=O)c3cc4ccccc4o3)=C(O)C(=O)N2c2cc(C)on2)cc1OC (stereo not drawn) | 0 | 0.8 | -2 | 0.8 | -8 | -3.0 | 2 | 4 | 29 | 16
CCOC(=O)C1=C(C)NC(C)=C(C(=O)OCC)C1C(=O)OCC(=O)NCCc1ccccc1 | 4 | / | 5 | -2.0 | 4 | -0.3 | / | -3 | 1 | 19
CCOC(=O)Cn1cc(Cl)cc(C(=O)Nc2ccccc2)c1=O | 1 | -1.3 | -7 | -1.6 | -21 | 0.5 | / | 1 | 14 | 9
Cc1ccc(NC(=O)C2CCCN(S(=O)(=O)c3ccc4c(c3)oc(=O)n4C)C2)nc1 (stereo not drawn) | 0 | 2.0 | -2 | -0.8 | 4 | -0.8 | 28 | 6 | 30* | -10
Cc1ccc(NC2=CC(=O)OC(C)C2)cc1 (stereo not drawn) | 5 | 2.7 | -9 | -0.2 | -8 | -2.7 | 9 | -4 | 11 | -2
COCCn1c(C)cc(/C=C(\C#N)C(=O)OC(C)C(=O)Nc2ccc(NC(C)=O)cc2)c1C (stereo not drawn) | 0 | 0.8 | -3 | -1.3 | / | -4.7 | / | 1 | 16 | 39*
CCCCc1nc2cc(C(=O)NC(C)c3cnn(C)c3)ccc2o1 (stereo not drawn) | 0 | 0.1 | 5 | -3.6 | -1 | -0.1 | 16 | 11 | 2 | -13
CC(=O)NC(c1cccc([N+](=O)[O-])c1)c1ccc2cccnc2c1O (stereo not drawn) | -1 | -0.2 | / | 0.4 | 4 | -2.9 | 26 | 4 | 1 | 4
O=C(COC(=O)Cc1ccccc1)Nc1ccc(Cl)cn1 | -6 | 1.6 | 1 | -1.6 | -9 | -3.3 | 4 | 3 | -25 | -2
O=C1N(CCCl)c2ccc(Br)cc2C12OCCO2 | 0 | 0.3 | 3 | 0.5 | -12 | -4.0 | 19 | 48 | -5 | -6
COc1ccccc1N1CCN(C(=O)CSc2ncnc3scc(-c4ccccc4)c23)CC1 | -1 | -2.0 | -6 | -0.9 | 2 | -2.5 | 19 | 1 | 6 | 10
CCN(CC)C(=O)Cn1cc(SCC(=O)Nc2cc(C)on2)c2ccccc21 | 1 | / | -4 | 0.6 | -1 | -1.5 | 16 | 7 | -9 | 2
O=C(CSc1nc(=O)n2ccccc2n1)N1CCN(c2ccccc2)CC1 | 3 | 14 | -11 | 0.8 | / | -1.7 | / | 2 | -5 | 15
Cc1ccc(NC(=O)CS(=O)CC(=O)NCCCN(C)c2ccccc2)cc1 (stereo not drawn) | 0 | -0.9 | 3 | -0.4 | -1 | -0.2 | 15 | 2 | 4 | -7
O=C(OCc1nnc(-c2ccc([N+](=O)[O-])cc2)o1)C1CCN(C(=O)c2ccc(Cl)cc2)CC1 | -1 | 0.1 | / | / | 13 | 0.3 | / | -1 | 6 | -2
O=C(Cc1cccs1)N1CCN(S(=O)(=O)c2ccc(F)cc2)CC1 | 0 | / | 3 | -2.1 | -3 | -2.7 | 3 | -8 | -18 | 5
COCc1c(C(=O)OC)nnn1-c1ccc(C(F)(F)F)cc1[N+](=O)[O-] | -6 | / | 10 | -1.5 | -3 | -3.9 | 12 | -3 | 1 | -1
COc1ccccc1CNc1nc(Nc2cccc(-c3cnco3)c2)c2sccc2n1 | 1 | -0.6 | / | / | -7 | -7.3 | / | / | 1 | 8
Cc1nc(SCC(=O)Nc2cccc(S(=O)(=O)N3CCOCC3)c2)nc(C)c1C | -2 | 15 | 2 | -2.9 | 2 | -0.9 | / | 6 | 17 | 5
O=C(Nc1cccc(Oc2ccc3c(c2)C(=O)NC3=O)c1)c1ccco1 | 2 | 0.4 | -14 | -2.2 | -3 | -2.9 | -9 | -4 | 0 | 10
O=C(CSc1nnc2ccccn12)c1ccc(Cl)cc1 | -2 | 3.8 | -8 | 2.9 | 2 | -0.8 | -5 | 0 | 4 | 2
Cc1nc(C)c(-c2ccnc(/N=C/NO)n2)s1 | 3 | / | 4 | 1.5 | ? | 0.1 | 16 | -1 | 9 | 12
COc1ccc(C(=O)Nc2ccccc2-c2ccccc2)cc1Cl | -3 | / | 4 | -1.4 | 3 | -0.7 | -10 | 0 | -15 | 8
C=CCNC(=S)NN(c1ccccc1)c1ccccc1 | -7 | -0.3 | 3 | 1.3 | -1 | -5.2 | 17 | 2 | -7 | -5
Cc1cccnc1Nc1nc(-c2ccc(F)cc2)cs1 | -1 | -0.3 | -2 | -1.3 | 1 | 0.9 | -23 | 3 | 8 | -4
Cc1ccc(S(=O)(=O)NC(C)C(c2cccs2)N2CCN(C)CC2)cc1 (stereo not drawn) | 3 | -0.6 | -11 | -3.3 | -6 | 0.1 | 14 | 9 | -9 | 4
CC(=O)c1c(-c2ccc(Cl)cc2Cl)noc1C | 0 | -0.8 | 10 | 1.5 | ? | -3.2 | 8 | 8 | -11 | 5
Cc1nc(C(F)(F)F)ccc1C(=O)N1CCC1(C)C(=O)NCc1cccs1 (stereo not drawn) | -1 | -0.7 | / | / | -1 | -0.2 | / | / | -5 | 5
Cc1cc(=O)[nH]c(SCC(=O)N2CCCC2)n1 | -2 | 0.9 | 5 | 0.2 | 9 | 0.0 | / | 5 | 4 | -3
CCCCN1CC[C@@H]2C=CC[C@H](C(=O)OC)[C@@H]2C1=O | 2 | -0.9 | / | / | -1 | -0.2 | / | 80* | 4 | -6
CCc1ccccc1NC(=S)NC1CC2CCCC(C1)N2Cc1cccs1 (stereo not drawn) | -2 | 0.9 | -1 | 2.8 | 0 | -0.3 | 27 | 4 | -2 | 8
CC(C)OC(=O)NC(c1ccccc1)C(Cl)(Cl)Cl (stereo not drawn) | 5 | / | 11 | -2.9 | 5 | -1.1 | -11 | 5 | 21 | 8
Cc1ccc(S(=O)(=O)N2CCN(Cc3cccc(C)c3O)CC2)cc1 | 4 | -0.6 | 3 | -1.5 | 1 | -3.3 | -5 | -2 | -2 | -4
Cc1cc(C2=NNC(=NCc3ccccc3)SC2)c(C)n1-c1c(C)n(C)n(-c2ccccc2)c1=O | -4 | / | / | / | -10 | -2.7 | 28 | -6 | 1 | 1
NC(c1csc(Nc2cc(NCCCO)ncn2)n1)c1ccccc1Cl (stereo not drawn) | -1 | -2.2 | / | / | -3 | -10.0 | / | / | -6 | -3
COc1ccc(N2CCN(C(=O)CSc3ncnc4scc(-c5ccc(C)cc5)c34)CC2)cc1 | -3 | -3.1 | -56 | -3.1 | 8 | -0.2 | / | -2 | 5 | 8
O=C(COc1cc(O)c2c(=O)cc(-c3ccccc3)oc2c1)c1ccccc1 | 2 | / | 1 | 3.5 | -5 | -3.3 | 23 | -9 | -4 | 0
COc1ccc(CN2C(=O)NC3(CCOc4ccccc43)C2=O)cc1F (stereo not drawn) | 2 | / | 1 | -0.2 | -5 | -3.2 | 9 | 2 | -11 | -1
CN(Cc1ccco1)S(=O)(=O)c1nnc(NC(=O)c2ccccc2Cl)s1 | 2 | 0.9 | -5 | -0.4 | -1 | -2.3 | -25 | 6 | 14 | 4
COC(=O)c1sccc1-c1ccc(C(=O)Nc2ccccc2)o1 | -1 | 3.7 | -29 | 2.1 | 2 | -9.0 | 23 | 5 | 4 | 15
CCCCN1Cc2c(nc3cc(-c4ccco4)[nH]n3c2=O)C1=O | 143* | -1.2 | 17 | -2.2 | / | 1.7 | -8 | 1 | -48 | 6

Copied from the list.
CCc1ccccc1NC(=S)NC1CC2CCCC(C1)N2Cc1cccs1 (stereo not drawn) – BoNT-F LC inh = 0
Cc1cc(=O)[nH]c(SCC(=O)N2CCCC2)n1 – CCHFV vOTU inh = 4
Cc1ccc(S(=O)(=O)NC(C)C(c2cccs2)N2CCN(C)CC2)cc1 (stereo not drawn) – BoNT-F LC inh = -6
Cc1ccc(S(=O)(=O)N2CCN(Cc3cccc(C)c3O)CC2)cc1 – MazF activator = -2
Cc1nc(C(F)(F)F)ccc1C(=O)N1CCC1(C)C(=O)NCc1cccs1 (stereo not drawn) – FadD28 FP inh = -0.2

Quoted at random: two entries already listed, in no set order.
SMILES | FBA Mtb inh | Mtb BioA inh | Rv3671c protease | UGM FP inh | BoNT-F LC inh | FadD28 FP inh | VHR inh abs | MazF activator | CCHFV vOTU inh | GDH-TPI counter
Cc1cc(=O)[nH]c(SCC(=O)N2CCCC2)n1 | -2 | 0.9 | 5 | 0.2 | 9 | 0.0 | / | 5 | 4 | -3
Cc1cccnc1Nc1nc(-c2ccc(F)cc2)cs1 | -1 | -0.3 | -2 | -1.3 | 1 | 0.9 | -23 | 3 | 8 | -4
